LAP4 TOR yeast – modulators of LAP4-GFP expression in yeast, primary screen, S. cerevisiae, multiplex flow cytometry, MLPCN library; 3 h; median GFP as percent of DMSO wells; GFP response vs DMSO, % at 10 µM; 320,000 tested, 0.34% active; AID 2023, 2009;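 active means GFP response vs DMSO above a set limit, about the screen mean plus 3 SD, cut at about 150% in these data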
MEP2 TOR yeast – modulators of MEP2-GFP levels in yeast, primary screen, S. cerevisiae, multiplex flow cytometry, MLPCN library | S. cerevisiae MEP2-GFP strain, 3 h; 100% = DMSO control level | GFP response vs DMSO, % at 10 µM | 330,000 tested, 0.51% active;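 active means GFP response versus DMSO above a set limit, roughly screen mean plus 3 SD, cut at about 180% in these data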;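 further: median GFP fluorescence of the barcode-gated MEP2-GFP cells per well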
Yeast superoxide – reduction of superoxide in aged yeast, primary screen, HTS; 330,000 tested, 0.18% active; S. cerevisiae aged cells, superoxide DHE fluorescence; stronger effect = lower value; superoxide response (% of plate mean), % at 10 µM;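 active means superoxide response under a set limit, about three screen SD below normal, cut at about 65% in these data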;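 further: yeast aged for seven days with compound at 30 °C before DHE staining; 100% = average MFI of all compound-treated wells on the plate with controls excluded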
RPL19A TOR yeast – RPL19A-GFP expression modulators in yeast, primary screen, cell-based, S. cerevisiae, multiplex flow cytometry, MLPCN; S. cerevisiae RPL19A-GFP strain, 3 h; stronger effect = lower value; percent response vs DMSO, % at 10 µM; 330,000 tested, 0.3% active; AID 2025, 2009;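 active means percent response vs DMSO below 50%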;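 further: median channel GFP fluorescence of the barcoded RPL19A-GFP strain; ratio of sample median GFP to plate DMSO average so 100% = DMSO; lower means less RPL19A-GFP as with rapamycin TOR inhibition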
proCasp7 act – procaspase-7 activators, primary screen, counter-screen for procaspase-3 activator project, biochemical, absorbance, HTS, human; Caspase-7 (Homo sapiens), P55210; recombinant procaspase-7, Ac-DEVD-pNA absorbance 405 nm; D23A/D198A/D206A triple mutant, cannot self-cleave; scale: DMSO 0, 5 µM enzyme 100; activation, % at 8.5 µM; 330,000 tested, 0.093% active; AID 463210, 2010;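 active means percent activation above the screen-wide mean plus 3 SD, cut at about 25% in these data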
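signal = Epi-absorbance of released pNA at 405 nm, two timepoints | assay system = Uncleavable procaspase-7 mutant enzyme | reagent = Ac-DEVD-pNA substrate, 400 µM as added | times = 1 h enzyme–compound preincubation and 2 h substrate reaction, both 25 °C | benchmarks = low DMSO alone, high DMSO plus 5 µM PC-7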
proCasp3 act – activators of human procaspase-3 D3A mutant, primary screen, biochemical, absorbance, PC-3 D3A mutant, single concentration. Caspase-3 (Homo sapiens), P42574. recombinant procaspase-3 D3A, Ac-DEVD-pNA absorbance 405 nm. activation, % at 8.5 µM. 330,000 tested, 0.11% active;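 active means activation above the mean of all tested compounds plus 3 SD, cut at about 21% in these data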;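 further: 0% = DMSO alone and 100% = DMSO wells spiked with extra 5 µM PC-3 D3A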
Target sequence (P42574 whole entry D9A/D28A/D175A): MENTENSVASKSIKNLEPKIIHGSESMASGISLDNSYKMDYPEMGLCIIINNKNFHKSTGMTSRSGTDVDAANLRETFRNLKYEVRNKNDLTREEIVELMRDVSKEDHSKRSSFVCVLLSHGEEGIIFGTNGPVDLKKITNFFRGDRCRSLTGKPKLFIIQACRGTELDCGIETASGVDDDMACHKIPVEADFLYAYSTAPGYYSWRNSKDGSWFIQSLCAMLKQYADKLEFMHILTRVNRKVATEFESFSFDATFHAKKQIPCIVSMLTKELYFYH
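Technique: 405 nm absorbance of p-nitroaniline, reads at 0 and 120 min; Test system: Procaspase-3 D3A mutant; Incubation: 1 h enzyme-compound preincubation, then 2 h substrate reaction, 25 °C; Repeats: singlicate, each compound tested once; Benchmarks: low control DMSO wells, high control DMSO plus 5 µM PC-3 D3A.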
AHR activator – AHR activators, primary screen, cell-based, luminescence, luciferase reporter, human; AHR-responsive luciferase reporter cells; 320,000 tested, 2.5% active; activation, % at 5 µM; in the data active means activation above about 47%;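 further: 0% = vehicle wells and 100% = reference agonist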
Target sequence (P35869 whole entry, looked up): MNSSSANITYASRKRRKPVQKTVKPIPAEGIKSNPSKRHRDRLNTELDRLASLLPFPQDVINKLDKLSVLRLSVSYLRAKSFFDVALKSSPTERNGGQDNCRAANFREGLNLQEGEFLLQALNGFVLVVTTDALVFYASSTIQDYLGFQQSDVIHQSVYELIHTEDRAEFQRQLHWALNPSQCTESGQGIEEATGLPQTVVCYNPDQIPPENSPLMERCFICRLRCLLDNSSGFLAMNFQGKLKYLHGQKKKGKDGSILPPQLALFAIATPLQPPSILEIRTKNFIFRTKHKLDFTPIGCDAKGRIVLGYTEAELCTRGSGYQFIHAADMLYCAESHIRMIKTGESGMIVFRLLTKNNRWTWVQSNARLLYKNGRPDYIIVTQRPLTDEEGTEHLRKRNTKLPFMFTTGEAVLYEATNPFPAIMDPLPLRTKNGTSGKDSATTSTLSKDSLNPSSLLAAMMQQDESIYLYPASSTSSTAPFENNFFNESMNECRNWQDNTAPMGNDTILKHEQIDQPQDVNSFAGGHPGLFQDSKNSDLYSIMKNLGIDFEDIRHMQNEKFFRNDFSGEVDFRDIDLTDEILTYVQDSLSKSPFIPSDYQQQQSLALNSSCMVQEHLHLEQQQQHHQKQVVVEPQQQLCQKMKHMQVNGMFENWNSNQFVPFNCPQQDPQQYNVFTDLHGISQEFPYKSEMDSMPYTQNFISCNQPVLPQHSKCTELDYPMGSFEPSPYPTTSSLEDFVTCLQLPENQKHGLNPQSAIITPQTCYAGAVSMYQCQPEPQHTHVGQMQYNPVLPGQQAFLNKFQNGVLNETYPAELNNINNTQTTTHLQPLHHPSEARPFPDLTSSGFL
JMJD2C inh – inhibitors of GASC-1 histone demethylase, primary screen, biochemical, fluorescence, DELFIA europium. GST-JMJD2C(1-420) H3K9me3 demethylation. inhibition, % at 2.35 µM. 330,000 tested, 0.069% active. Lysine-specific demethylase 4C (Homo sapiens), Q9H3R0;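 active means more than half of a compound's replicate wells show inhibition beyond 50%, single wells judged on their own value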;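 further: signal counts dimethyl H3K9 product captured on neutravidin plate; 0% = median of DMSO wells and 100% = 0.3 times that DMSO median; strong numbers were not always called active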
Active calls of the source: *; · = not tested or not shown; [ ] = another dose, or the depositor's remark.

No.	compound	LAP4 TOR yeast	MEP2 TOR yeast	Yeast superoxide	RPL19A TOR yeast
1	O/N=C1\CC2(Cc3nonc31)OCCO2	97	104	110	100
2	COc1cc(/C=C/C(=O)N2CCN(c3ccccn3)CC2)cc(OC)c1OC	96	100	98	102
3	O=C(c1ccc(NS(=O)(=O)c2ccc(F)cc2)cc1)N1CCN(c2ccccc2O)CC1	81	89	86	82
4	COC(=O)COc1cccc(NC(=O)c2cccc(C)c2)c1	107	104	83	104
5	CCCOc1ccc(C(=O)NNC(=S)NC(=O)c2cc(-c3ccc(Cl)cc3)nc3ccccc23)cc1	111	104	101	93
6	COc1cccc2sc(N(CCCN(C)C)C(=O)CCS(=O)(=O)c3ccccc3)nc12	114	111	104	99
7	O=C(Nc1cccs1)OCCN1CCN(Cc2ccccc2)CCC1=O	98	85	102	94
8	C=CCNCCCCOc1cccc(Br)c1	95	105	96	103
9	CC1CC(C)CN(S(=O)(=O)N2CCCC(C(=O)NCCCN3CCOCC3)C2)C1 (stereo not drawn)	92	98	91	97
10	COc1cc(CNC2CCCCC2OC)cc(OC)c1OC (stereo not drawn)	95	104	101	103
11	CCOC(=O)/C=c1\s/c(=C(\C#N)C(=O)NC)n(-c2ccccc2)c1=O	92	98	98	99
12	COc1cc(NS(=O)(=O)c2ccc(NC(=S)NC(=O)c3ccc(F)cc3)cc2)nc(OC)n1	97	102	95	101

No.	proCasp7 act	proCasp3 act	AHR activator	JMJD2C inh
1	2	4	9	0
2	-4	-9	-1	-11
3	-4	7	-3	12
4	-5	2	-1	2
5	-1	6	24	3
6	-27	-13	2	-2
7	-1	5	2	0
8	-3	3	-2	-3
9	-2	4	1	6
10	1	-10	2	-40
11	-6	-8	4	101
12	-3	3	1	0

(continued)
No.	compound	LAP4 TOR yeast	MEP2 TOR yeast	Yeast superoxide	RPL19A TOR yeast
13	CCn1c(COc2ccccc2)nnc1SCC(=O)NCc1ccco1	91	102	115	99
14	O=C(Nc1ccc(NC(=O)c2cccc([N+](=O)[O-])c2)cc1)c1cccc([N+](=O)[O-])c1	99	111	105	103
15	Cn1c(CC(=O)NC(C)(C)CO)c(Sc2ccccc2)c2ccccc21	112	113	100	105
16	COC/C=C/C1=CC(=O)C[C@H](c2ccc3c(c2)OCO3)C1	93	98	115	98
17	CCN(CC(=O)Nc1ccc(NC(C)=O)cc1)C(=O)c1ccccc1SCC(=O)N1CCCC1	91	92	110	91
18	O=C(NNC(=O)c1sccc1-n1cccc1)Nc1ccc(F)cc1	103	91	107	104
19	CCOc1ccc2nc(SCC(=O)NCC3CCCO3)sc2c1 (stereo not drawn)	91	101	105	90
20	COC(=O)/C=C(\Oc1ccccc1)C1(O)CCCCC1	125	111	109	101
21	CCc1nnc(NC(=O)c2ccc(S(=O)(=O)N3CCc4ccccc4C3)cc2)s1	105	100	109	100
22	CC(=O)NC1=C(NC2CCS(=O)(=O)C2)C(=O)c2ccccc2C1=O (stereo not drawn)	99	120	188	110
23	Cc1ccc(C(=O)N2N=C3c4ccccc4S(=O)(=O)N3[C@H]2N(C)C)cc1	91	104	79	104
24	Cc1nc(SCC(=O)Nc2ccccc2)c2oc3ccccc3c2n1	103	103	85	97

No.	proCasp7 act	proCasp3 act	AHR activator	JMJD2C inh
13	-8	-5	1	-1
14	14	7	21	6
15	4	-6	6	-11
16	7	4	13	-4
17	5	4	0	6
18	-3	0	62*	8
19	4	1	1	1
20	8	-4	-3	-7
21	5	6	2	9
22	4	-1	9	-1
23	-3	1	-1	2
24	5	6	-2	-12

Entries listed so far shown as hits in AHR activator.
| cpd | SMILES | LAP4 TOR yeast | MEP2 TOR yeast | RPL19A TOR yeast | proCasp3 act | AHR activator | JMJD2C inh |
| --- | --- | --- | --- | --- | --- | --- | --- |
| 18 | O=C(NNC(=O)c1sccc1-n1cccc1)Nc1ccc(F)cc1 | 103 | 91 | 104 | 0 | 62* | 8 |

(more compounds)
No.	compound	LAP4 TOR yeast	MEP2 TOR yeast	Yeast superoxide	RPL19A TOR yeast
25	COCCN(C(=O)CSc1nnc(-c2ccccc2F)n1C)c1c(N)n(Cc2ccccc2)c(=O)[nH]c1=O	105	104	100	102
26	Cc1ccccc1CC(=O)NC1CCCc2ccccc21 (stereo not drawn)	97	102	98	95
27	CCc1cccc(CC)c1NC(=O)CSc1nnc(C(C)C)n1CC	100	104	98	95
28	COc1ccc(NC(=O)c2cc(C)no2)cc1Cl	106	108	99	104
29	CCOC(=O)C1CCN(C(=O)c2cc(S(=O)(=O)N3CCCCC3)ccc2C)CC1	104[may fluoresce green]	107[may fluoresce green]	99	102[may fluoresce green]
30	O=[N+]([O-])c1ccc(S(=O)(=O)NCCS(=O)(=O)N2CCN(c3ccccc3)CC2)cc1	95	95	108	98
31	Cn1cccc1C(C#N)(CC#N)c1cccc(F)c1C#N (stereo not drawn)	101	102	107	111
32	C[C@H](CO)N1C[C@H](C)[C@@H](CN(C)C(=O)Nc2ccc3c(c2)OCO3)Oc2ccc(NC(=O)Cc3ccccc3)cc2C1=O	94	94	90	91
33	COc1ccc(C)cc1N1CC(C(=O)Nc2ccccc2N2CCCCC2)CC1=O (stereo not drawn)	109	101	93	100
34	CSc1nc(O)c(Cc2ccccc2)c(=O)[nH]1	96	100	102	101
35	C=CCNC(=S)Nc1cccc2[nH]ncc12	100	106	100	103
36	Cc1ccc(-n2nnnc2SCC(=O)c2c(N)n(C3CC3)c(=O)[nH]c2=O)cc1	109	95	88	95

No.	proCasp7 act	proCasp3 act	AHR activator	JMJD2C inh
25	7	0	-1	1
26	-8	8	22	6
27	6	1	0	0
28	-9	-9	9	-4
29	-5	7	-1	8
30	12	8	1	-1
31	6	6	6	2
32	-9	-15	2	25
33	5	-3	3	-1
34	0	-2	1	-6
35	-10	-12	9	7
36	-2	9	0	4

Copied from the list:
proCasp3 act with no. 31 : 6
LAP4 TOR yeast with no. 33 : 109

Other structures follow:
No.	compound	LAP4 TOR yeast	MEP2 TOR yeast	Yeast superoxide	RPL19A TOR yeast
37	COCCN(C(=O)COC(=O)c1cc(C)n(-c2ccccc2)c1C)c1c(N)n(Cc2ccccc2)c(=O)[nH]c1=O	100	102	102	90
38	CCn1c(SCC(=O)N2CCOCC2)nnc1C(C)NC(=O)c1ccccc1 (stereo not drawn)	73	105	101	111
39	COC(=O)c1ccc(/C=N/OCC(=O)NCc2ccc(F)cc2)cc1	96	104	188	103
40	Cc1ccc(OCC(=O)Nc2ccc(S(=O)(=O)Nc3cc(C)nc(C)n3)cc2)cc1	89	103	97	91
41	Cc1ccc(NC2CCCN(C(=O)CCn3nccc3C)C2)cc1C (stereo not drawn)	100	100	105	110
42	COc1cc(NS(=O)(=O)c2ccc(NS(=O)(=O)c3ccc(C)cc3)cc2)nc(OC)n1	94	99	105	98
43	COc1ccccc1N(CC(=O)Nc1ccccc1C(F)(F)F)S(=O)(=O)c1cccs1	87	92	93	94
44	COc1cc(C2/C(=C(/O)c3ccccc3)C(=O)C(=O)N2c2ccccn2)ccc1O (stereo not drawn)	102	97	106	97
45	COc1cccc(CN2CCC(C(=O)N3CCN(c4ccccc4F)CC3)CC2)c1OC	86	98	106	100
46	C=CCC(C(=O)c1ccccc1)[N+](C)(C)CC=C (stereo not drawn)	95	97	102	94
47	Cc1cc(C)c2nc(SCCc3ccccc3)nc(C)c2c1	102	109	97	101
48	CSc1ccc(Cl)c(C(=O)NCC(C)C)c1	94	100	97	97

No.	proCasp7 act	proCasp3 act	AHR activator	JMJD2C inh
37	5	-9	-3	-4
38	-2	3	3	·
39	-3	-1	0	2
40	-4	1	2	29
41	2	0	38	-10
42	8	8	-3	-26
43	9	3	3	-1
44	-3	-9	-2	-3
45	-8	-3	-1	3
46	2	5	-2	-4
47	-1	7	2	-10
48	1	-9	-9	-4

Some entries already given with just AHR activator and MEP2 TOR yeast.
# | smiles | AHR activator | MEP2 TOR yeast
43 | COc1ccccc1N(CC(=O)Nc1ccccc1C(F)(F)F)S(=O)(=O)c1cccs1 | 3 | 92
45 | COc1cccc(CN2CCC(C(=O)N3CCN(c4ccccc4F)CC3)CC2)c1OC | -1 | 98
41 | Cc1ccc(NC2CCCN(C(=O)CCn3nccc3C)C2)cc1C (stereo not drawn) | 38 | 100
40 | Cc1ccc(OCC(=O)Nc2ccc(S(=O)(=O)Nc3cc(C)nc(C)n3)cc2)cc1 | 2 | 103
37 | COCCN(C(=O)COC(=O)c1cc(C)n(-c2ccccc2)c1C)c1c(N)n(Cc2ccccc2)c(=O)[nH]c1=O | -3 | 102
39 | COC(=O)c1ccc(/C=N/OCC(=O)NCc2ccc(F)cc2)cc1 | 0 | 104
38 | CCn1c(SCC(=O)N2CCOCC2)nnc1C(C)NC(=O)c1ccccc1 (stereo not drawn) | 3 | 105

Reformatted screen by screen: entries from further up
21. CCc1nnc(NC(=O)c2ccc(S(=O)(=O)N3CCc4ccccc4C3)cc2)s1
7. O=C(Nc1cccs1)OCCN1CCN(Cc2ccccc2)CCC1=O

assay / entry,21,7
LAP4 TOR yeast,105,98
MEP2 TOR yeast,100,85
Yeast superoxide,109,102
RPL19A TOR yeast,100,94
proCasp7 act,5,-1
proCasp3 act,6,5
AHR activator,2,2
JMJD2C inh,9,0

(further entries)
No.	compound	LAP4 TOR yeast	MEP2 TOR yeast	Yeast superoxide	RPL19A TOR yeast
49	CCCc1nnc(NC(=O)CCC(=O)N2CCC(Cc3ccccc3)CC2)s1	101	99	143	100
50	O=c1c2ccccc2cnn1-c1ccc(Cl)cc1	103	103	107	102
51	Cc1ccc(NC(=O)Cn2nc(C)cc2C)cc1	106	106	107	104
52	CCOC(=O)c1nnn2c1nc(N(CC)CC)c1ccccc12	100	99	84	103
53	CN(C)CCCNC(=S)N(CCN(C)C)Cc1cc2cc3c(cc2[nH]c1=O)OCCO3	94	106	125	106
54	CC(C)c1ccc(NC2CCCN(C(=O)CC3CCCC3)C2)cc1 (stereo not drawn)	96	99	112	98
55	CCCCNC(=O)c1onc(CSc2cccc3ccccc23)c1C(=O)O	82	104	86	100
56	CCNS(=O)(=O)c1ccc(NC(=O)Cn2nc(C(F)(F)F)cc2C)cc1	107	101	97	101
57	CCOC(=O)C1(CC)NC(c2cccc(F)c2)C2C(=O)N(CC)C(=O)C21 (stereo not drawn)	97	92	84	98
58	CSc1ncccc1C(=O)Nc1nc2c(C)cccc2s1	97	96	106	92
59	COc1ccccc1OCCn1c(=O)sc2ccccc21	108	106	95	99
60	CC(C)CC1NC(=O)N(CCCCN2C(=O)c3ccccc3C2=O)C1=O (stereo not drawn)	98	100	94	100
61	Cc1cc(=O)[nH]c(SCc2nc3ccccc3n2Cc2ccccc2)n1	103	106	107	106
62	CCN=C1SC(C(=O)Nc2ccc(OC)cc2)CC(=O)N1CC (stereo not drawn)	97	98	122	96

No.	proCasp7 act	proCasp3 act	AHR activator	JMJD2C inh
49	-1	8	-1	1
50	2	4	133*	-3
51	10	-4	1	23
52	4	4	3	0
53	-3	4	-1	-11
54	-7	0	33	14
55	-14	2	6	3
56	4	4	3	-3
57	5	-3	1	2
58	6	-8	5	2
59	-1	-4	4	-15
60	-3	3	-3	1
61	15	6	-1	5
62	-9	-9	-2	-1

Source: PubChem BioAssay (several laboratories)

This is a random part of the collection. About 3.8% of those tested had a hit in this group.
